Screening results (PubChem)
Rv3671c protease: inhibits the M. tuberculosis serine protease Rv3671c. P9WHR9. 320,000 tested, 0.048% active. AID 2606. inhibition, % at 5.96 µM; in the data active = inhibition above about 38%;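 also: extracellular domain of Rv3671c used as enzyme; 0% = enzyme with DMSO and 100% = no enzyme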
Target sequence (P9WHR9 whole entry, looked up, the tested form may be a part): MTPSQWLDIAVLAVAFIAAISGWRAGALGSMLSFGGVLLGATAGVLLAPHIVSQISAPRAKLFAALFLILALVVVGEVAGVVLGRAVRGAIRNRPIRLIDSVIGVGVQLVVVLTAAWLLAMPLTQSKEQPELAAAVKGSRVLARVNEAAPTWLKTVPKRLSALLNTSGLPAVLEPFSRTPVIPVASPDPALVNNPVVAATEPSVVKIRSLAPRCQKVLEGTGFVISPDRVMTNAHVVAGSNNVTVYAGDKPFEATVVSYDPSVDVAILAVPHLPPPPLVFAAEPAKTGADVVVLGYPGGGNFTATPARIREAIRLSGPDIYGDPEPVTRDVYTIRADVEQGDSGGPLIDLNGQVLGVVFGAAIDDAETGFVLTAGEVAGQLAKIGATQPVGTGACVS
Y pestis TopoI: blocks Yersinia pestis topoisomerase I activity; AID 504884; 360,000 tested, 0.064% active; Y. pestis Topo-I cleavage product accumulation, plate reader; activity, % at 10 µM; in the data active = activity above about 50%, passing the limit was not always enough; also: inactives centre near 2
PfHsp40 yeast: restores yeast growth despite PfHsp40 toxicity; S. cerevisiae expressing PfHsp40, growth rescue, ATP luminescence; growth rescue, % at 12.5 µM; 340,000 tested, 0.68% active; in the data active = growth rescue above about 28%, passing the limit was not always enough;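 also: yeast W303a lacking pdr1 and pdr3 grown in galactose medium; growth measured after three days at 30 °C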
TcdB inh: inhibitors of Clostridioides difficile toxin B glycohydrolase | P18177 | TcdB glycohydrolase enzymatic assay, plate reader | inhibition, % at 9.99 µM | 350,000 tested, 0.24% active; in the data active = inhibition above about 10%
Vc quorum ag: inducers of Vibrio cholerae quorum light production without autoinducers; V. cholerae BH1578 lux reporter, luminescence, 6 h; activation, % at 18.7 µM; 350,000 tested, 0.16% active; AID 588436; in the data active = activation mostly above about 9.7%, no sharp cut-off; also: not every result past the cut was called active; inactives centre near 0; reference of the scale not given here
SSB-PriA inh: blocks PriA binding to SSB C-terminal tail; AlphaScreen SSBct-PriA binding, biotinylated peptide; inhibition, % at 33 µM; 430,000 tested, 0.6% active; AID 1272365; in the data active = inhibition mostly above about 37%, no sharp cut-off; inactive = mostly below about 20%;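 also: plate controls were negative control peptide for no effect and reference peptide for full effect; strong numbers were not always called active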
3CLpro inhibitor: SARS-CoV 3CLpro protease inhibition; recombinant SARS-CoV 3CLpro, quenched FRET peptide cleavage; inhibition, % at 6 µM; AID 1706; 290,000 tested, 0.14% active; in the data active = inhibition above about 12%
MazF activator: increases E. coli MazEF RNase cleavage of RNA; P0AE70; FAM/BHQ RNA-DNA oligo cleavage fluorescence, 5 h; activation, % at 20 µM; 350,000 tested, 0.32% active; AID 504720; in the data active = activation above about 50%
Target sequence (P0AE70 whole entry, looked up): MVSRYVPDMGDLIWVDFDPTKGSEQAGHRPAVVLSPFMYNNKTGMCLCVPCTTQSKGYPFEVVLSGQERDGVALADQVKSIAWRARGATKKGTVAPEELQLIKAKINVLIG
VHR inh abs: inhibitors of human VHR1 phosphatase (DUSP3). P51452. recombinant VHR phosphatase, pNPP absorbance. inhibition, % at 13.3 µM. 290,000 tested, 0.52% active. AID 1654; in the data active = inhibition above about 50%; also: some compounds called inactive have numbers as strong as hits
Target sequence (P51452 whole entry, looked up): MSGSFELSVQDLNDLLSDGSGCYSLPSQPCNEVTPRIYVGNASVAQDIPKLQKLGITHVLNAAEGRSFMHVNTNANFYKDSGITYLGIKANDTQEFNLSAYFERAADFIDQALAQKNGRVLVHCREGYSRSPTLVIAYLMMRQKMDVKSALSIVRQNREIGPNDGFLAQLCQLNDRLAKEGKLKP
Anthrax LF inh2: anthrax lethal factor protease inhibition; P15917; multiplex microsphere protease cleavage assay, LF; inhibition, % at 10 µM; 360,000 tested, 0.12% active; in the data active = inhibition above about 30%; also: plate controls were buffer without enzyme for full effect and enzyme alone for no effect
Starred values were filed as active, the others as inactive; i = inactive; · = not tested or not shown.

Sequence of screens: Rv3671c protease	Y pestis TopoI	PfHsp40 yeast	TcdB inh	Vc quorum ag	SSB-PriA inh	3CLpro inhibitor	MazF activator	VHR inh abs	Anthrax LF inh2
COc1ccc(-n2c(/C=C/c3ccc4c(c3)OCO4)nc3ccccc3c2=O)cc1
→ -16	15	0.5	1.4	-0.3	-26	-1	-4	4	-1
Cc1cccc(N2CCN(CC(O)COc3ccc(Cl)cc3)CC2)c1 (stereo unspecified)
→ 17	11	0.3	0.4	i	-4	3	-1	31	-4
Cc1nnsc1SC(C)C(=O)O (stereo unspecified)
→ 5	-1	-0.8	·	-0.2	-4	5	2	28	0
COC(=O)CC1C(=O)NCCN1C(=O)c1oc2c(C)c(C)ccc2c1C (stereo unspecified)
→ ·	-3	·	0.5	-3.1	·	·	2	·	-5
Fc1ccc(-c2nc3c(-c4ccc(F)cc4)cnn3cc2CCN2CCOCC2)cc1
→ -1	1	-1.7	-5.2	i	-2	0	8	39	-5
NC(=O)C1(N2CCCCC2)CCN(C(=O)CSc2nc(C(F)(F)F)cc(=O)[nH]2)CC1
→ 3	-1	-0.1	·	-0.4	-13	-3	3	10	-3
CN1C(=O)Cn2c1nc1ccccc12
→ 4	-4	0.9	·	-0.2	-32	-2	-7	21	5
NC(=O)C1CCN(C(=O)c2cccc(S(=O)(=O)N3CCc4ccccc4C3)c2)CC1
→ 5	4	0.2	-0.7	-0.3	-7	-1	2	37	0
COc1ccc(C2C(C#N)=C(N)Oc3cc(C)n(CCN4CCOCC4)c(=O)c32)cc1OC (stereo unspecified)
→ -6	1	1.8	·	i	-3	-10	2	-4	-3
Cc1ccc(C(=O)Nc2ccccc2Oc2ccccc2)cc1[N+](=O)[O-]
→ -11	27	5.2	·	5.6	-19	5	-1	33	0
Cc1cc(/C=C2\SC(=S)NC2=O)c(C)n1C
→ -2	1	0.2	0.5	i	31	1	-1	21	-1
COc1ccc(C(=O)N2CCC(C(=O)Nc3ccc4c(c3)OCO4)CC2)cc1
→ 2	-1	0.4	0.4	-0.3	-5	-9	-4	12	0
Cc1ccc2c(cnn2C(=O)CCC(=O)NC2CCCC2)c1
→ -1	33	-0.1	0.7	-0.2	1	-10	4	25	-15
CC(=O)Nc1cc(NC(C)=O)cc(-c2nc3ccccc3[nH]2)c1
→ 0	1	0.4	·	-1.3	-5	-4	7	30	-4
O=C(NNC(=O)C1CCN(Cc2ccccc2)CC1)c1cccc(Cl)c1
→ 12	-8	0.0	·	9.8	-13	-2	4	-2	1
O=C(N/N=C/c1cc2cc3c(cc2nc1Cl)OCCO3)c1ccccc1O
→ -26	-11	0.5	·	-0.3	·	-1	2	32	0
CC(=O)C1=C(C)NC(SCC(=O)c2cc(Cl)ccc2Cl)=C(C#N)C1c1ccco1 (stereo unspecified)
→ -9	-11	-0.6	0.9	i	4	-1	-10	14	14
CN(C)S(=O)(=O)c1cccc(C(=O)Nc2ccccc2N2CCCCC2)c1
→ -3	23	3.4	1.3	-0.2	-2	-5	0	17	-1
Cc1c(Cl)c([N+](=O)[O-])nn1CCCC(=O)NC(C)c1ccccc1 (stereo unspecified)
→ -2	1	-0.6	·	-0.3	-4	4	-4	-9	4
CCOC(=O)CSc1ncc(OC)c(Sc2ccc(OC)cc2)n1
→ -3	34	0.5	·	-12	-35	-1	0	21	0
CC(C)OC(=O)Cn1c(-c2ccccc2)c(-c2ccccc2)nnc1=O
→ 7	10	-1.0	-0.1	0.7	-2	3	-3	21	-1
Cc1ccc(-c2nnn(CC(=O)N(CCO)C(C(=O)NC3CCCC3)c3ccc(F)cc3)n2)o1 (stereo unspecified)
→ 6	-3	0.8	1.0	-0.7	-5	0	4	-4	-5
COC(=O)c1ccc(NC(=S)N2CCN(Cc3cccc(C)c3)CC2)cc1
→ 6	23	-0.8	·	-2.1	10	3	0	23	4
O=C(COC(=O)C1CCC1)NC(=O)c1ccccc1
→ -3	0	1.1	1.3	-0.3	-1	·	5	·	-2
Cc1ccccc1OCCSc1nc2ccccc2n1CCC(=O)O
→ 2	-1	0.8	1.4	i	0	4	-3	15	-3
CC(NC(=O)CSc1ncccn1)c1ccc(Cl)cc1Cl (stereo unspecified)
→ 2	2	-0.2	2.6	-0.4	-7	-1	-1	30	11
Nc1nc2ccccc2n1CCOc1ccc(F)cc1
→ 5	0	-0.2	4.4	-0.4	-13	-1	7	23	-1
O=S(=O)(Nc1nccs1)c1cc(Cl)ccc1Cl
→ 3	-2	2.1	·	i	2	-6	-5	22	-3
c1ccc2c(c1)COc1c3cc4c(cc3nn1-2)OCO4
→ ·	4	·	0.2	-0.5	·	·	11	·	-1
Cn1c(=O)[nH]c(=O)c2c1nc(N)n2Cc1ccccc1
→ 0	-4	-0.5	0.1	-0.5	-3	-2	12	52*	0

One compound at a time, as listed above. Screens in order: Rv3671c protease, Y pestis TopoI, PfHsp40 yeast, TcdB inh, Vc quorum ag, SSB-PriA inh, 3CLpro inhibitor, MazF activator, VHR inh abs, Anthrax LF inh2
`O=C(NNC(=O)C1CCN(Cc2ccccc2)CC1)c1cccc(Cl)c1` is listed with 12, -8, 0.0, ·, 9.8, -13, -2, 4, -2, 1
`CN1C(=O)Cn2c1nc1ccccc12` is listed with 4, -4, 0.9, ·, -0.2, -32, -2, -7, 21, 5
`NC(=O)C1(N2CCCCC2)CCN(C(=O)CSc2nc(C(F)(F)F)cc(=O)[nH]2)CC1` is listed with 3, -1, -0.1, ·, -0.4, -13, -3, 3, 10, -3
`CC(=O)C1=C(C)NC(SCC(=O)c2cc(Cl)ccc2Cl)=C(C#N)C1c1ccco1` (stereo unspecified) is listed with -9, -11, -0.6, 0.9, i, 4, -1, -10, 14, 14
`Nc1nc2ccccc2n1CCOc1ccc(F)cc1` is listed with 5, 0, -0.2, 4.4, -0.4, -13, -1, 7, 23, -1

2 of the compounds above, with each value named.
SMILES: Cc1cccc(N2CCN(CC(O)COc3ccc(Cl)cc3)CC2)c1 (stereo unspecified)
  Rv3671c protease: 17 | Y pestis TopoI: 11 | PfHsp40 yeast: 0.3 | TcdB inh: 0.4 | Vc quorum ag: i | SSB-PriA inh: -4 | 3CLpro inhibitor: 3 | MazF activator: -1 | VHR inh abs: 31 | Anthrax LF inh2: -4
SMILES: CC(=O)Nc1cc(NC(C)=O)cc(-c2nc3ccccc3[nH]2)c1
  Rv3671c protease: 0 | Y pestis TopoI: 1 | PfHsp40 yeast: 0.4 | TcdB inh: · | Vc quorum ag: -1.3 | SSB-PriA inh: -5 | 3CLpro inhibitor: -4 | MazF activator: 7 | VHR inh abs: 30 | Anthrax LF inh2: -4

Looked up one by one from the entries so far, three records:
Sequence of screens: Rv3671c protease	Y pestis TopoI	PfHsp40 yeast	TcdB inh	Vc quorum ag	SSB-PriA inh	3CLpro inhibitor	MazF activator	VHR inh abs	Anthrax LF inh2
c1ccc2c(c1)COc1c3cc4c(cc3nn1-2)OCO4
→ ·	4	·	0.2	-0.5	·	·	11	·	-1
COc1ccc(C(=O)N2CCC(C(=O)Nc3ccc4c(c3)OCO4)CC2)cc1
→ 2	-1	0.4	0.4	-0.3	-5	-9	-4	12	0
Cc1cc(/C=C2\SC(=S)NC2=O)c(C)n1C
→ -2	1	0.2	0.5	i	31	1	-1	21	-1

(listing goes on)
Sequence of screens: Rv3671c protease	Y pestis TopoI	PfHsp40 yeast	TcdB inh	Vc quorum ag	SSB-PriA inh	3CLpro inhibitor	MazF activator	VHR inh abs	Anthrax LF inh2
CCn1nc(C)c(/C=N\NC(=O)c2ccc3c(c2)OCO3)c1C
→ 6	-12	0.9	·	-0.4	·	3	1	7	-5
O=C1c2cccc(NCCNCCO)c2C(=O)c2cccc(NCCNCCO)c21
→ ·	-51	1.2	-6.4	-1.0	36	·	-18	·	-24
CCc1ccc(Nc2cnn(-c3nc4ccccc4s3)c(=O)c2Cl)cc1
→ -39	40	4.6	0.8	-0.2	-4	0	-6	5	2
Nc1cccnc1Sc1ccc(Cl)cc1
→ -4	6	1.8	·	-2.4	-4	-3	-8	24	-4
COc1cc(NC(=O)CSc2ncnc3sc4c(c23)CCC(C)C4)c(C(=O)O)cc1OC (stereo unspecified)
→ -4	19	0.5	-1.6	-0.5	-8	-2	0	5	-5
Cn1cnc2nc[nH]c2c1=S
→ ·	6	-0.8	1.4	i	2	·	8	·	-1
CC(C)CC1c2[nH]c3ccccc3c2CCN1C(=O)CCC(=O)N(C)C (stereo unspecified)
→ 3	8	8.7	2.3	i	-3	1	6	8	-5
COC1OC2COC(c3ccccc3)OC2C(O)C1N (stereo unspecified)
→ ·	-6	-1.0	0.1	i	-5	·	1	·	-2
O=C(CCCN1C(=O)c2cccc3cccc(c23)C1=O)NCc1cccnc1
→ 4	9	1.9	-1.7	-0.2	-6	1	5	8	-3
CCc1nonc1NC(=O)c1oc2ccccc2c1C
→ -1	-2	-1.3	0.6	-0.2	-6	0	4	50*	1
COc1ccc(NC(=O)CSc2nnc(NC(=O)c3ccco3)s2)cc1OC
→ 10	10	-1.3	1.5	-0.1	2	0	3	-11	1
Cc1ccc(NC(=O)CN2CCc3cc4c(cc3C2C)OCCCO4)cc1 (stereo unspecified)
→ 2	30	-0.4	1.2	-0.3	3	2	0	11	-1
CCSC1=C(C#N)C(c2ccccc2Cl)CC(=O)N1 (stereo unspecified)
→ 2	4	-2.4	·	-0.7	-18	3	-4	16	5
Nn1cnnc1SCC(=O)Nc1ccc2c(c1)OCO2
→ -5	-2	-0.8	·	-1.4	-2	1	-3	18	-7
COC(=O)[C@@H]1C[C@H]2CC[C@H](O)C[C@H]2N1Cc1ccc(C)s1
→ 8	-7	-1.6	0.7	i	-2	·	0	-8	2
CCOC(=O)c1c(N)sc2c(NC(C)=O)cccc12
→ -1	4	1.8	·	i	-11	0	5	7	·
Cc1cc(=O)[nH]c(N/N=C/c2ccc(OC(=O)c3cccnc3)cc2)n1
→ 1	4	-0.5	1.5	-3.7	·	7	3	28	-6
Cc1ccccc1OCC(=O)NC(=S)Nc1cccc2cc(O)ccc12
→ -12	-10	10	2.4	i	12	3	4	28	-2
CC(=O)N1CC(C)c2scc(C)[n+]2-c2ccccc21 (stereo unspecified)
→ -5	-5	0.0	·	-1.9	4	-2	4	-11	-4
CC(=O)Nc1cccc(/C(C)=N/NC(=O)c2cccc(S(=O)(=O)N3CCCC3)c2)c1
→ ·	-3	·	-0.9	-0.5	·	·	5	·	-4
Cc1occc1C(=O)N1CCN(S(C)(=O)=O)CC1
→ -3	-4	0.4	·	-0.9	0	-4	1	25	-4
COc1ccc(-n2c(C)nc(N)c2C(=O)c2ccccc2)cc1
→ -7	9	-1.5	0.9	-0.9	2	-2	-8	17	56*
CSC1=NCCN1S(=O)(=O)c1ccc(Cl)cc1
→ 3	-4	1.2	0.3	-0.2	2	2	-2	31	1
Cc1cc(C(=O)Cn2cc([N+](=O)[O-])ccc2=O)c(C)n1CC1CCCO1 (stereo unspecified)
→ ·	2	0.2	0.2	-1.4	-6	·	1	·	2
CC1CCCC(C)N1C(=O)c1ccc2c(c1)S(=O)(=O)c1ccccc1C2=O (stereo unspecified)
→ 7	26	70*	-0.1	-5.6	-15	12	-2	-3	0
CCOc1ccc(S(=O)(=O)N2CCC(C(=O)N3CCOCC3)CC2)cc1Cl
→ 5	6	1.0	4.6	-0.2	-17	5	11	14	0
Nc1ccccc1-c1nnc(-c2ccccc2N)n1N
→ -2	6	-1.3	2.2	-1.5	4	0	-3	21	-6
Cc1nc(-c2ccc([N+](=O)[O-])cc2)sc1C(=O)O
→ 11	-5	0.3	0.1	-0.3	-8	2	8	22	11
CCOC(=O)c1c(C=O)c(C)n(Cc2ccc(C)cc2)c1C
→ -18	18	6.5	·	i	-5	1	5	18	-4
COc1ccc(S(=O)(=O)Nc2c(NC3CCCCC3)c3ccccc3oc2=O)cc1
→ -8	18	0.2	1.7	-0.3	0	5	2	36	1
COc1ccc(NC(=O)CSc2nncs2)cc1S(=O)(=O)N1CCCCC1
→ -4	-2	0.7	0.1	0.0	5	·	-6	·	0

The list is partial; the hit share may differ from the screen's.
